Bioassay records from PubChem BioAssay.
TRHR agonist – qHTS for Small Molecule Agonists and Allosteric Enhancers of Human TRH Receptor: Primary Screen for Agonists | TRHR cells, calcium flux fluo-8, FDSS agonist mode | activation, % at 2 µM | 0.18% of 360,000 active | Thyrotropin-releasing hormone receptor (Homo sapiens), P34981; also: 0% is about no effect
Target sequence (P34981 whole entry, looked up): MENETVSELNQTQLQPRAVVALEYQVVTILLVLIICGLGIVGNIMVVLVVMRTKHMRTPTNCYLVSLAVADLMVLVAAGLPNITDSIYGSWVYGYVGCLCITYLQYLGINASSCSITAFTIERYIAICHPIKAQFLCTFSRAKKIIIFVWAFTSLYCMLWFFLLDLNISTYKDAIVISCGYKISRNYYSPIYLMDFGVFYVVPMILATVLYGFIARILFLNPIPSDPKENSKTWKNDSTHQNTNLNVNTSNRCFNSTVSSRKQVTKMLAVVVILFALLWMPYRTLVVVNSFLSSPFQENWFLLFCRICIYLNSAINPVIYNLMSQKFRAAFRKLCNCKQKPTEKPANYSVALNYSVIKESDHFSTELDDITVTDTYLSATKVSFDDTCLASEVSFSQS
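In this calcium-flux screen, cells bearing human TRHR are dye-loaded with fluo-8, baselined for 10 cycles, then exposed to library compounds; positive kinetic calcium responses during the agonist phase mark hits, with TRH as control.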
RXFP1 antagonist – qHTS Assay for Antagonists of the Relaxin Receptor RXFP1; Relaxin receptor 1 (Homo sapiens), Q9HBX9; HEK293-RXFP1, relaxin-stimulated cAMP HTRF, 30 min; active compounds read low; activity change, negative = inhibition, % at 57.5 µM; 0.59% of 350,000 active; AID 1259400, 2018;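 active = activity change of -60% or lower, but not beyond a set lower limit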; also: % is scaled to controls: 0 for no effect and ±100 for the full control effect
D2 antag – HTS Assay for Allosteric Antagonists of the Human D2 Dopamine Receptor: Primary Screen for Antagonists; HEK293 TREx D2 cells, calcium flux, dopamine EC80; inhibition, % at 10 µM; 2% of 340,000 active; in the data active = inhibition above about 30%; also: 0% is about no effect
Target sequence (P14416 whole entry, looked up): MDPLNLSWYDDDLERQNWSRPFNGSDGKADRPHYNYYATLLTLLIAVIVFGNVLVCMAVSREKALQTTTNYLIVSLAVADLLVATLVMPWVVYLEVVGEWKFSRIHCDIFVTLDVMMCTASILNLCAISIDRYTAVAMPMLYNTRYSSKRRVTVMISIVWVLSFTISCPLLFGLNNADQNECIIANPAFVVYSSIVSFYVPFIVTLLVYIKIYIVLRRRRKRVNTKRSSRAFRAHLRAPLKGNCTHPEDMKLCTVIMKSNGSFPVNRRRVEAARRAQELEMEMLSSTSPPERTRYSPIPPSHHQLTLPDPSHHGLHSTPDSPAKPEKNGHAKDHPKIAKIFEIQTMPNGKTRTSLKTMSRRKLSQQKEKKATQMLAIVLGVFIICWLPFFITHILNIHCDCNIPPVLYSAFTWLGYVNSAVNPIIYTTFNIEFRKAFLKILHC
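Antagonism is scored as inhibition of an EC80 dopamine-evoked calcium signal in a force-coupled, tetracycline-inducible HEK293 T-REx D2 line, with compound present 180 s before agonist.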
D1 ag – Allosteric Agonists of the Human D1 Dopamine Receptor: qHTS; 1% of 360,000 active; HEK293 T-REx D1 cells, calcium flux, agonist mode; activation, % at 2 µM; D(1A) dopamine receptor (Homo sapiens), P21728; also: 0% is about no effect
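Inducible HEK293 T-REx D1 cells, force-coupled to calcium signalling, were plated at 4000 cells/well with tetracycline and held overnight at 30 C. After no-wash calcium dye loading, compound-evoked calcium rise over 180 s flagged agonists.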
D2 PAM – HTS Assay for Positive Allosteric Modulators of the Human D2 Dopamine Receptor: Primary Screen for Potentiators; D(2) dopamine receptor (Homo sapiens), P14416; 0.34% of 340,000 active; HEK293 T-REx D2, calcium flux, EC20 dopamine potentiation; potentiation, % at 10 µM;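 active = potentiation over 3 SD above the plate norm, cut at about 30% in these data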; also: 0% is about no effect
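Cells plated with tetracycline inducer and held overnight at 30 C; calcium dye loaded 30–90 min at room temperature; baseline taken, compound added and read 180 s; EC20 dopamine then added and read 180 s.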
TRHR enhancer – qHTS for Small Molecule Agonists and Allosteric Enhancers of Human TRH Receptor: Primary Screen for Enhancers; AID 493056, 2011; 0.66% of 360,000 active; enhancement, % at 2 µM; TRHR cells, fluo-8 calcium fluorescence, EC20 TRH enhancement; Thyrotropin-releasing hormone receptor (Homo sapiens), P34981; in the data active = enhancement above about 30%; also: 0% is about no effect
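Enhancer read-out: after compound pinning and an initial kinetic agonist-mode read, an EC20 of TRH (10 nM final) was injected and fluo-8 calcium signal (Ex 480/Em 530) followed at 1 s/cycle for 100 cycles in TRHR-expressing cells.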
D1 antagonist – Antagonist of Human D 1 Dopamine Receptor: qHTS. HEK293 TREx D1 cells, calcium flux, dopamine EC80; active compounds read low. activity change, negative = inhibition, % at 10 µM. AID 504652, 2011. 3.2% of 360,000 active; in the data active = activity change below about -30%; also: % is scaled to controls: 0 for no effect and ±100 for the full control effect
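Kinetic fluorescence of a calcium dye serves as the read-out. D1-expressing Hek293 Trex cells, induced overnight at 30 C, are exposed to compound for 180 s before an EC80 dopamine addition, then read 180 s further.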
D1 potentiator – Potentiators of Human D1 Dopamine Receptor: qHTS; D(1A) dopamine receptor (Homo sapiens), P21728; HEK293 TREx D1 cells, calcium flux, dopamine EC20 potentiation; potentiation, % at 10 µM; 0.036% of 360,000 active; AID 504651, 2011; in the data active = potentiation above about 30%; also: 0% is about no effect
D2 ag – HTS Assay for Allosteric Agonists of the Human D2 Dopamine Receptor: Primary Screen for Agonists | D(2) dopamine receptor (Homo sapiens), P14416 | HEK293 T-REx D2 cells, calcium flux agonist mode | activation, % at 2 µM | 0.53% of 340,000 active;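 active = activation over 3 SD above normal in the single-dose calcium agonist read, cut at about 30% in these data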; also: 0% is about no effect
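Calcium-flux readout, 1 cycle/sec over 180 s following compound pin transfer, in inducible HEK293 Trex D2 cells (force-coupled); dopamine controls included. Positive calcium responses during this window marked compounds as potential agonists.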
Starred values were filed as active, the others as inactive; . = not tested or not shown; & = joins results of further samples. Rule as the data show it, unless noted: active = activation above about 30%; inactive = the rest.

Order of results: TRHR agonist	RXFP1 antagonist	D2 antag	D1 ag	D2 PAM	TRHR enhancer	D1 antagonist	D1 potentiator	D2 ag
> N#CCCN(NC1=NS(=O)(=O)c2ccccc21)C(=O)c1ccccc1Br
→ -0.4	-5	-10	1	15	7	8	10	-1.0
> COc1ccc(OC)c(NC(=O)C2CCCN(S(=O)(=O)c3cccc4nonc34)C2)c1 (stereo not drawn)
→ -1.3	7	-1	-1	17	-6	3	1	-0.2
> CCCC1=Nc2cc(C(=O)NC(C)c3ccccc3)ccc2Sc2ccc(C)cc21 (stereo not drawn)
→ 1.4	.	.	5	9	-8	21	1	1.0
> CCCCCNC(=O)N[C@H](C(=O)O)C(C)C
→ 0.6	.	1	7	7	0	-2	-9	-0.3
> C=CCc1cccc2cc(C(=O)NNC(=O)c3ccncc3)c(=O)oc12
→ -0.1	-26	2	4	1	4	-15	-2	0.2
> COc1ccc(CC2NCCC3(O)CCCCC23)cc1 (stereo not drawn)
→ 0.9	-8	-3	4	-2	-2	5	-4	-0.1
> CCOC(=O)N1CCN(Cc2cccs2)CC1
→ 0.3	-6	-7	1	1	-5	-3	-1	38*
> CCOc1ccccc1C(=O)Nc1ccc(S(=O)(=O)N2CCOCC2)cc1
→ 0.0	1	12	4	-5	-7	-22	-6	-0.3
> Nc1nc(-c2cccnc2)nn1C(=O)COc1ccccc1
→ 1.0	-3	-2	1	.	0	-21	-4	2.7
> O=C(c1noc2c1CCCCC2)N1CCOCC1
→ 0.2	10	27	3	4	-9	3	-1	0.7
> Cc1cc(Br)ccc1OCCN1CCCC1
→ 0.8	6	-22	4	-28	3	1	-9	1.8
> COc1ccc(C(=O)O)cc1NC(=S)NC(=O)C(c1ccccc1)c1ccccc1
→ 0.1	-116*	0	0	5	-1	9	7	-0.2
> CCc1nn2c(=O)cc(COC(=O)c3ccccc3NC(=O)c3cccs3)nc2s1
→ 0.1	12	.	0	-3	3	-8	0	-3.0
> Cc1c(NC(=O)c2cc(-c3ccc(F)cc3)on2)c(=O)n(-c2ccccc2)n1C
→ -0.6&-0.4	-7	4	0&-2	1	1&0	-20&-1	-5&1	0.9&0.5
> S=c1[nH]c(-c2ccccc2)cs1
→ 0.8	-7	8	-2	11	1	12	0	-0.2
> CCOc1ccc(-c2c[n+]3c(n2-c2ccccc2)CCCCC3)cc1
→ 0.0	-4	-1	0	0	1	-6	10	-4.8
> O=C(O)c1ccc(NS(=O)(=O)c2ccc(C(=O)Nc3ccccc3)cc2)cc1
→ -0.9	-1	5	0	-2	1	1	-3	0.0
> CC(=O)Nc1ccc(S(=O)(=O)NC2CC3CCC2C3)cc1 (stereo not drawn)
→ 0.7	-9	-2	1	-8	7	-3	-2	1.0
> CCC(c1nnnn1Cc1ccc2c(c1)OCO2)N1CCN(c2ccc(F)cc2)CC1 (stereo not drawn)
→ -0.8	1	-16	1	14	0	2	-9	3.0
> CCn1c(C)c(C)c2cc(C(=O)NCc3ccc(OC)cc3OC)ccc21
→ -0.3	-16	.	3	10	-2	12	1	.
> O=C(N/N=C/c1cccc([N+](=O)[O-])c1)c1cc(-c2ccc3c4c(cccc24)CC3)n[nH]1
→ 0.3	2	1	1	-13	-1	-10	-8	-0.5
> CCc1ccc(CNC(=O)c2cnc3sc(N4CCCCC4)nn3c2=O)cc1
→ -0.4	1	.	2	-1	3	20	-1	0.1
> Cc1nc2nc(SCC(=O)NCCCN3CCCC(C)C3)nn2c(C)c1Cc1ccccc1Cl (stereo not drawn)
→ -0.3	2	-7	4	-6	3	4	-5	0.2
> O=C(Cc1ccccc1)NNC(=O)Nc1cccc(Cl)c1
→ -0.1	4	-18	0	6	-4	-17	-3	0.6
> Cc1ccc(CN(C)c2nc(-c3cccnc3)nc3ccccc23)o1
→ -1.6	-27	25	5	-4	-4	7	-8	-2.3
> CN(Cc1cnccn1)Cc1nc(Cc2ccccc2F)no1
→ -0.4	-4	3	1	-2	1	6	13	-2.3
> S=c1[nH]cc(-c2ccc(Cl)cc2)n1Cc1ccccc1
→ 1.0	-39	-10	2	-5	-3	9	0	-1.5
> CCOC(=O)c1c(C)c(C(=O)NCc2ccco2)c(C)n1Cc1ccccc1
→ -0.3	1	-5	1	-6	2	-6	-3	1.3
> COc1ccc(CN2CCC(C(=O)NCCc3ccc(OC)c(OC)c3)CC2)c(OC)c1
→ -0.2	-3	-7	1	0	8	1	-6	0.9
> Cc1ccccc1OC(C)C(=O)Nc1ccc2c(c1)OCO2 (stereo not drawn)
→ 0.7	9	5	2	-6	-6	-3	5	1.0

Only TRHR enhancer (2 entries from above):
| compound | TRHR enhancer |
| --- | --- |
| S=c1[nH]c(-c2ccccc2)cs1 | 1 |
| CCOc1ccc(-c2c[n+]3c(n2-c2ccccc2)CCCCC3)cc1 | 1 |

(further entries)
Order of results: TRHR agonist	RXFP1 antagonist	D2 antag	D1 ag	D2 PAM	TRHR enhancer	D1 antagonist	D1 potentiator	D2 ag
> CC(C)CN1CCN(Cc2cccn2-c2cccnc2)CC1CCO (stereo not drawn)
→ 0.9	2	6	5	12	0	10	-5	0.5
> COC(=O)c1ccccc1S(=O)(=O)N(CCCN1CCOCC1)Cc1cccs1
→ -0.1	0	-5	-3	-13	-4	15	-4	0.5
> Cc1cc(NC(=O)c2ccc(Cl)cc2)ccc1NC(=O)c1ccccc1Cl
→ -2.4	10	-7	6	8	-5	3	1	-1.1
> CSc1ccccc1NS(=O)(=O)c1ccccc1
→ -0.1	-2	18	0	2	5	2	-1	0.2
> COc1cc(NC(=O)c2ccc([N+](=O)[O-])cc2)ccc1NC(=O)C(C)C
→ -0.1	16	15	0	-7	1	0	4	1.4
> COc1cccc(/C=N/NC(=O)c2cc3cc([N+](=O)[O-])ccc3s2)c1O
→ -0.3	-21	-5	0	8	-1	11	1	-1.0
> COc1cc(/C=N\Nc2nc(-c3ccc(C)cc3)c(NC(C)=O)s2)ccc1O
→ -0.3	11	-27	2	-7	-1	-12	-4	0.4
> O=C(CCn1nc(-c2ccc(Cl)cc2)ccc1=O)NCc1ccccn1
→ -0.4	-7	16	-2	9	1	1	-1	0.4
> O=C(CSc1nnc(Cc2cccs2)n1-c1ccccc1)NC1CCCCC1
→ -0.2	10	-9	0	1	11	-7	1	-0.1
> CCN1CCN(C(=O)CCCCCn2c(=O)[nH]c3cc(C(=O)OC)ccc3c2=O)CC1
→ 0.0	-3	-7	1	-2	-1	-9	-4	0.8
> Cc1cccc2c1N(CC(=O)OC(C)C)C(=O)C2=O
→ 0.4	.	1	0	-1	1	0	1	1.6
> NC(=O)C1CCN(C(=O)c2cccc(CN3C(=O)c4ccccc4C3=O)c2)CC1
→ -0.1	-12	-24	2	-7	-7	5	-9	-0.6
> C/C(=N\OC(=O)c1ccc(Cl)c(Cl)c1)c1sc(C)nc1C
→ -0.5	-8	19	3	2	-1	6	-4	-1.7
> Cc1ccccc1CSc1nnc2[nH]c(=O)cc(-c3ccccc3)n12
→ 0.0	-3	.	-1	9	0	.	-3	-0.6
> Cc1ccc(NC(=S)N/N=C2/CCCCc3ccccc32)cc1
→ -0.5	-61*	12	1	-25	-3	-6	-1	2.4
> CCc1ccc(CN(C)C(=O)CCc2nnc(-c3ccc(-c4ccccc4)cc3)o2)nc1
→ 2.7	-4	.	3	.	2	6	-2	.
> COc1ccc(Br)cc1/C=N/N1C(=O)CSC1=S
→ 1.4	-27	3	7	2	-1	5	-11	1.5
> CCOc1ccccc1NC(=O)CSc1nc2c(oc3ccccc32)c(=O)n1-c1ccc(F)cc1
→ 0.2	.	.	2	-7	11	-19	-2	0.0
> CCc1nc(NCC2CCCO2)c2oc3ccccc3c2n1 (stereo not drawn)
→ -0.1	-7	-1	-1	1	4	5	-3	0.6
> c1csc(-c2nc3c4ccccc4c4ccccc4c3[nH]2)c1
→ -0.5	-14	-8	0	-21	-3	1	-4	-0.1
> Cc1ccc(NC(=O)Nc2ccc(S(N)(=O)=O)cc2)cc1
→ 0.7	-11	1	3	-8	-1	-7	-4	-0.2
> Cc1ccc(C(=O)N(CN2CCCC2=O)c2ccccc2)cc1
→ -0.3	-2	29	1	0	-3	0	-5	0.3
> O=c1nc(-c2ccccc2)cc(C(F)(F)F)[nH]1
→ -0.2	-12	-5	5	22	4	11	2	1.6
> Fc1ccc(Oc2cnns2)cc1
→ -0.2	-3	-4	6	-5	-8	-25	5	-0.6
> COc1ccccc1-c1nnc(SCC(=O)Nc2nc(-c3ccccc3)cs2)n1C
→ -0.7	-17	17	0	-3	2	6	-4	-0.5
> Cc1ccc(C)c(OC(=O)CSc2nnc(-c3cccs3)o2)c1
→ 0.4	4	.	6	-2	-1	12	-1	1.0
> O=C(c1ccccc1Cl)N1CCC(N2CCC(C(=O)N3CCCC3)CC2)CC1
→ -0.1	22	-6	4	2	-5	-9	2	0.4
> Cc1ccccc1OCC(=O)N(Cc1ccc(N(C)C)cc1)C1CCS(=O)(=O)C1 (stereo not drawn)
→ -0.2	2	4	1	3	6	-1	6	-1.4
> COc1ccc(-c2cnnn2-c2ccc(NC(=O)c3ccc(S(=O)(=O)N4CCCCC4)cc3)cc2)cc1OC
→ 0.9	.	15	6	2	-6	-34*	-8	1.3
> CCOc1ccccc1N(C(=O)c1snc(C(N)=O)c1N)C(C(=O)NC1CCCC1)c1ccco1 (stereo not drawn)
→ -0.6	-4	6	1	8	-22	9	5	0.3
> Cc1c(C)c2ccc(OCC(=O)N(C)C)c(C)c2oc1=O
→ 0.7	4	11	4	5	14	1	0	0.3
> CCOc1ccc(-c2cc(C(=O)N/N=C(\C)c3cccnc3)c3ccccc3n2)cc1
→ 0.1	0	-3	3	0	-2	-11	-2	-0.1
> COc1ccc(OC(C)C(=O)NC2CC(C)(C)NC(C)(C)C2)cc1 (stereo not drawn)
→ -0.1	12	3	2	-12	0	-9	1	0.3

Complete entries, looked up by structure. Values in the order: TRHR agonist	RXFP1 antagonist	D2 antag	D1 ag	D2 PAM	TRHR enhancer	D1 antagonist	D1 potentiator	D2 ag
Results for CCN1CCN(C(=O)CCCCCn2c(=O)[nH]c3cc(C(=O)OC)ccc3c2=O)CC1 : 0.0	-3	-7	1	-2	-1	-9	-4	0.8
Results for Cc1cc(NC(=O)c2ccc(Cl)cc2)ccc1NC(=O)c1ccccc1Cl : -2.4	10	-7	6	8	-5	3	1	-1.1
Results for Cc1ccc(C(=O)N(CN2CCCC2=O)c2ccccc2)cc1 : -0.3	-2	29	1	0	-3	0	-5	0.3
